# ERG-DNA inh – blocks human ERG Ets domain binding to DNA; P11308; fluorescence polarization, His-ERG Ets domain / labelled DNA; Potency, µM (series often up to 76.9 µM), for the others: at the top dose FP activity, negative = inhibition, usual class: inhibitors; 0.028% of 370,000 active; active = well fitted inhibition curve with a large enough effect in the polarisation, with a control signal flat; inconclusive = small, poorly fitted or top-dose-only effect, or effect the other way, or a change in a side signal; inactive = no such curve, though single readings can be large or run the other way; the % refers to the polarisation;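 also: polarization taken with two DNA probes labelled with fluorescein and Texas red; % of control where 0% means no effect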
# Target sequence (P11308 whole entry, looked up, the tested form may be a part): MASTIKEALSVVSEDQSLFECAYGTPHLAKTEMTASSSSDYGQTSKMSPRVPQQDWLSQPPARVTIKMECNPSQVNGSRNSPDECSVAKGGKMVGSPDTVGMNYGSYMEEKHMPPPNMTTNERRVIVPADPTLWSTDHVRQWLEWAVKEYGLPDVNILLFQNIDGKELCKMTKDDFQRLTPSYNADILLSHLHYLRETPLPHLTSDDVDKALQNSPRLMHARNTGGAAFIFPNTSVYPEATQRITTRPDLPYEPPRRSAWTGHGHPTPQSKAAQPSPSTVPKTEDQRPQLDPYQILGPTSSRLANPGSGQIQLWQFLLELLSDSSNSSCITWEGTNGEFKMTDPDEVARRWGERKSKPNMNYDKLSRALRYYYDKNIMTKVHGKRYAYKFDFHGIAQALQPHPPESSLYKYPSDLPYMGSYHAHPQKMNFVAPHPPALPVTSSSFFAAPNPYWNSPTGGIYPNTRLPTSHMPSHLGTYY
#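 His-tagged ERG Ets domain (1 uM in the protein solution; 300mM KCl, 50mM Tris-HCl, 1mM EDTA, 1mM DTT, pH 7.5) received compound, then a probe mix of 5 nM fluorescein-DNA and 100nM Texas-615-DNA. Fluorescence polarization was read for both dyes.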
# 12-LOX inh – inhibitors of human 12S-lipoxygenase ALOX12 | purified 12hLO, xylenol orange hydroperoxide absorbance | Potency, µM (series often up to 108 µM), inactives show top-dose activity change, negative = inhibition, hits mostly inhibitors | 1.1% of 580,000 active | AID 1671190; also: % is scaled to controls: 0 for no effect and ±100 for the full control effect
#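 Purified human 12hLO (150 nM final) in 25 mM Hepes, 0.01% Triton X-100, pH 7.0 was preincubated 15 min at room temperature with compound. Then 40 uM arachidonic acid was added, 30 min. Hydroperoxide was read by Fe-XO absorbance ratio 573/405 nm.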
# HP1b binding inh – blocks HP1-beta chromodomain binding to methylated histone tails. P83916. AlphaScreen HP1-beta / biotin-H3K9me3 peptide binding. Potency, µM (top dose mostly 114 µM), without a hit: at the highest dose activity change, negative = inhibition, most hits filed as inhibitors. 0.56% of 390,000 active. AID 540317; also: nearly all actives have a fitted effect of over 70% in size; inactives centre near 23
#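 Compound inhibition of the preformed complex between 50 nM HP1-beta and 50 nM biotinylated H3K9me3 peptide was read by AlphaScreen. Buffer was PBS pH 7.4 with 0.01% Tween-20. Incubations ran 30 min at room temperature, with 10 ug/mL donor/acceptor beads.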
# PGK inhibitor – T. brucei PGK inhibition | 0.043% of 380,000 active | PGK/GAPDH coupled, Kinase-Glo luminescence, 60 min | Potency, µM (doses to about 57.5 µM), for inactives: top-dose activity change, negative = inhibition, actives largely listed as inhibitors; also: % is scaled to controls: 0 for no effect and ±100 for the full control effect; nearly all actives have a fitted effect of over 60% in size
#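 Recombinant glycosomal PGK reaction used 1,3-bisphosphoglycerate generated in-well by GAPDH (100nM final) in 100mM TEA pH 7.6, 5mM MgCl2, 0.01% Tween-20. After 60 minutes at room temperature, ATP was read by Kinase-Glo Plus luminescence end-point.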
# JMJD2A Tudor inh – blocks the human JMJD2A Tudor domain. Potency, µM (highest dose often 114 µM), inactives show top-dose activity change, negative = inhibition, most hits filed as inhibitors. 4.4% of 390,000 active. AlphaScreen JMJD2A-Tudor / H3K4me3 peptide binding; also: % is scaled to controls: 0 for no effect and ±100 for the full control effect; nearly all actives have a fitted effect of over 50% in size
# RGS4 inhibitor – inhibitors of human regulator of G protein signaling 4; Transcreener GDP fluorescence polarization, RGS4-accelerated GTP hydrolysis; P49798; AID 504845; 0.039% of 390,000 active; Potency, µM (top dose mostly 114 µM), without a hit: at the top dose activity change, negative = inhibition, hits mostly inhibitors; also: % is scaled to controls: 0 for no effect and ±100 for the full control effect; nearly all actives have a fitted effect of over 75% in size; some results filed as inactive show a strong effect at the top dose
#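 MLSMR compounds (23 nl, pin-transferred) preincubated 10 min at room temperature with a 500nM (2x) first reagent, then RGS4 at 900nM (2x) plus Transcreener GDP mix added; fluorescence polarization (620/688 nm) read before and after 90 min at 30 °C.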
# GLS inhibitor – blocks human kidney-isoform glutaminase activity; Potency, µM (top dose mostly 45.5 µM), for inactives: at the highest dose activity change, negative = inhibition, actives largely listed as inhibitors; AID 624170; O94925; GLS enzymatic activity, qHTS titration; 0.21% of 410,000 active; also: % is scaled to controls: 0 for no effect and ±100 for the full control effect
#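 hKGA; 45 mM KH2PO4 pH 8.2 + 0.02% Tween-20; cpd via pin tool; 1 mM Gln soln; GluOx/HRP/Amplex Red; RT 30 min; fluor. t0 & final.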
# rTrxR1 inhibitor – rat TrxR1 inhibition | O89049 | recombinant rTrxR1, NADPH fluorescence consumption, selenite substrate | Potency, µM (doses to about 114 µM), without a hit: top-dose activity change, negative = inhibition, hits mostly inhibitors | 1% of 390,000 active; also: % is scaled to controls: 0 for no effect and ±100 for the full control effect; nearly all actives have a fitted effect of over 65% in size
# Target sequence (O89049 whole entry, looked up): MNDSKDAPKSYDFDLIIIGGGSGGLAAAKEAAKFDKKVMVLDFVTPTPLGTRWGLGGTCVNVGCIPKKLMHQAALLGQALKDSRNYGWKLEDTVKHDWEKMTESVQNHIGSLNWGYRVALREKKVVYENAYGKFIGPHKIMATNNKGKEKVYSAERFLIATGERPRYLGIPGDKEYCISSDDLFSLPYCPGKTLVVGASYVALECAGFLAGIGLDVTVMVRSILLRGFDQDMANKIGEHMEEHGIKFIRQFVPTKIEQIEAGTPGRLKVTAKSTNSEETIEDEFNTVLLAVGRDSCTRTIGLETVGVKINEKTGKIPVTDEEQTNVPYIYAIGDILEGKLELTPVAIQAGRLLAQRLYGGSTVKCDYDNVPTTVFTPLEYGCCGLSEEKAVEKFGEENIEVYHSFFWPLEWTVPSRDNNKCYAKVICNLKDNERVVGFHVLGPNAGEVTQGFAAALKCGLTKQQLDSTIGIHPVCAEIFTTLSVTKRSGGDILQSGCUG
#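 Rat TrxR1 (90 nM in the dispensed reagent) was pre-reduced with 400 uM NADPH for 5 min at room temperature, then incubated with compound for 15 min. After 400 uM selenite was added, NADPH fluorescence (Ex 340/Em 450 nm) was followed for 8 min.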
# Pin1 inhibitor – blocks the human prolyl isomerase Pin1; Q13526; Potency, µM (highest dose often 115 µM), inactives show top-dose activity, negative = inhibition, hits mostly inhibitors; AID 504891; Pin1 FP peptide displacement, HiFluor488, 10 min; 0.009% of 390,000 active; active = well fitted inhibition curve with a large enough effect in the polarisation, with a control signal flat, not every such curve was filed as active; inconclusive = small, poorly fitted or top-dose-only effect, or effect the other way, or a change in a side signal; inactive = no such curve, though single readings can be large or run the other way; the % refers to the polarisation; also: % is scaled to controls: 0 for no effect and ±100 for the full control effect
# Active calls of the source: *; i = inactive; u = inconclusive; x = no result given; & = joins results of further samples; [ ] = another dose, or the depositor's remark. Unless noted, calls follow the shape of the dose curve; as a rule, active = well fitted curve in the direction sought with a large enough effect; inconclusive = small, poorly fitted or top-dose-only effect, or another doubt; inactive = no such curve, though single readings can be large; an effect the other way counts as inactive or inconclusive. Potency is read from the fitted curve at half-maximal effect.
SMILES,rTrxR1 inhibitor,RGS4 inhibitor,GLS inhibitor,PGK inhibitor,HP1b binding inh,ERG-DNA inh,12-LOX inh,Pin1 inhibitor,JMJD2A Tudor inh
Cc1c(C(=O)Nc2ccc(Oc3ccccc3)cc2)sc2nc3n(c(=O)c12)CCC3,13%,16%,4%,4%,20%,-1%,0%,13%,-6%
O=C(CS(=O)CC(=O)N(c1cccc(F)c1)C(C(=O)NC1CCCCC1)c1ccco1)Nc1ccc(F)cc1 (stereo not given),2%,-6%,7%,1%,23%,5%,-4%,4%,3%
O=S(=O)(c1ccc2c(c1)OCCO2)C1CCC(S(=O)(=O)c2c(F)cccc2F)CC1 (stereo not given),4%,-2%,-4%,-1%,43%[activator],x,u,-4%&0%,-14%&-4%
O=S(=O)(c1cccs1)N1CCN(Cc2nc3ccccc3s2)CC1,17%,3%,10%,13%,14%,0%,8%,3%,-23%
COc1ccc(/C=C/C(=O)Nc2nc(-c3cccs3)ns2)cc1OC,36%[activator],-13%,1%,-6%,43%[activator],21%,-9%,35%[activator],3%
Cc1ccc(C)c(NC(=O)CN(C)C(=O)c2cc([N+](=O)[O-])ccc2N2CCOCC2)c1,5%,-7%,4%,6%,10%,-3%,-21%,0%,-14%
COc1ccc(NC(=O)CCCS(=O)(=O)c2nc(-c3ccccc3OC)cc(C(F)(F)F)n2)c(OC)c1,u,4%,-3%,1%,25%,0%,-7%,2%,-15%
CCOc1ccc2c(c1)C(c1ccc(C)o1)=NNC(c1ccncc1)=N2,11%,-17%,3%,1%,-10%,4%,-6%,34%[activator],u
C/C(=N\NC(=O)c1ccc(Br)cc1)c1cccnc1,10%,-25%,6%,-4%,33%[activator],2%,2%,-11%,-14%
O=C(Nc1ccccn1)c1ccc(Cl)c(S(=O)(=O)N2CCCC2)c1,-3%[57.1 µM],-11%,0%,i,1%,0%,-3%,-5%,-13%
Cc1cccc(NS(=O)(=O)c2ccc(C(=O)NCC(c3ccco3)N(C)C)cc2)c1C (stereo not given),-8%,7%,-1%,3%,2%,-4%,7%,1%,-18%
COc1ccc(NC(=O)CCNS(=O)(=O)c2cc(Br)ccc2Br)cc1S(N)(=O)=O,-10%,13%,0%,i,18%,-6%,4%,-19%,-13%
NC(=O)COC(=O)CNC(=O)c1cc(Cl)cc([N+](=O)[O-])c1,-8%,17%,4%,i,27%,-5%,23%,4%,-5%
Nc1ccccc1N1CCOCC1,-5%,-11%,24%,-8%,10%,0%,2%,-22%,-27%
O=C(NCc1cccs1)c1nn(-c2ccccc2)nc1CO,11%,18%,-7%,-7%,8%,2%,0%,-3%,-21%
Cn1cccc1C(=O)NC(=O)COC(=O)c1ccccc1O,28%[57.1 µM],12%,6%,4%,17%,-8%,0%,0%,-14%
CCCOc1ccc(/C=C/C(=O)OCC(=O)N(C)c2c(N)n(Cc3ccccc3)c(=O)[nH]c2=O)cc1OCC,18%,-32%,-9%,i,18%,x,-22%,45%[activator],-16%
C=CC(=O)NC(C)(C)CCN1CCOCC1,20%[57.1 µM],-21%,14%,-3%,31%,-5%,2%,0%,-7%
COCCCNC(=O)CC1C[C@H](C(=O)N2CCCCC2)[C@@]2(C)c3[nH]c4ccc(OC)cc4c3CCN2C1=O (stereo not given in full),1%,-7%,13%,2%,31%,4%,10%,-1%,-17%
COc1cc(NC(=S)NCc2ccco2)cc(OC)c1OC,-25%,2%,15%,-8%,19%,0%,3%,6%,-13%

# Ordered by the number under Pin1 inhibitor (lowest first): some entries from above.
SMILES,rTrxR1 inhibitor,RGS4 inhibitor,GLS inhibitor,PGK inhibitor,HP1b binding inh,ERG-DNA inh,12-LOX inh,Pin1 inhibitor,JMJD2A Tudor inh
COc1ccc(NC(=O)CCNS(=O)(=O)c2cc(Br)ccc2Br)cc1S(N)(=O)=O,-10%,13%,0%,i,18%,-6%,4%,-19%,-13%
C=CC(=O)NC(C)(C)CCN1CCOCC1,20%[57.1 µM],-21%,14%,-3%,31%,-5%,2%,0%,-7%
COc1ccc(NC(=O)CCCS(=O)(=O)c2nc(-c3ccccc3OC)cc(C(F)(F)F)n2)c(OC)c1,u,4%,-3%,1%,25%,0%,-7%,2%,-15%

# (next part)
SMILES,rTrxR1 inhibitor,RGS4 inhibitor,GLS inhibitor,PGK inhibitor,HP1b binding inh,ERG-DNA inh,12-LOX inh,Pin1 inhibitor,JMJD2A Tudor inh
O=C(Nc1ccc2oc(-c3ccccc3)nc2c1)c1cccnc1,-5%[57.1 µM],-14%,2%,i,25%,7%,4%&51%,23%,-2%
Cc1nn(CC(=O)NCc2ccc(OC(C)C)cc2)c(=O)c2c(C)n(-c3ccc(Cl)cc3)nc12,21%[57.1 µM],10%,-4%,-5%,10%[57 µM],4%,-35%,-1%,-13%
N#Cc1c(-c2ccccc2)c(-c2ccccc2)nn(CC(=O)NNC(=O)Nc2ccc(Cl)cc2)c1=O,11%,-21%,0%,0%,-10%,3%,252%[activator],5%,u
COc1cccc(-c2nnc(NC(=O)c3ccco3)s2)c1,-7%,-37%,-2%,-4%,29%,-9%,u,18%,-4%
COc1ccc(-c2nnc(SCC(=O)Nc3c(C)cccc3C)nc2-c2ccc(OC)cc2)cc1,-14%,-13%,5%,-2%,-1%,-2%,-17%,u,-36%
CCCCC(=O)NC(=S)NNS(=O)(=O)c1ccccc1,0%,-48%,3%,i,-19%,-6%,x,-7%,u
O=C(Nc1cccnc1)c1c(F)c(F)c(F)c(F)c1F,0%[57.1 µM],11%,-7%,3%,27%,-2%,1%,4%,0%
CN(CCCC1CCCC1)C(=O)CC1C(=O)NCCN1Cc1ccc(F)cc1 (stereo not given),u,-13%,7%,8%,19%,-7%,u,-3%,-26%
CC1(C)Oc2ccc(C(=O)N/N=C/c3ccc(O)cc3)cc2NC1=O,2%[57.1 µM],4%,-9%,-2%,12%,2%,-6%,-4%,-7%
Nc1ncnc2nc(SCCC(=O)O)[nH]c12,4%,-10%[11.4 µM],u,7%,56%[activator],-7%,-2%,0%,0%[11.4 µM]
C/C(=C/C(=O)Nc1cccc(F)c1)N1CCCC1,-51%,-12%,-21%,i,23%,5%,-2%,-1%,6%
NC(=O)C1CC(=O)N(c2ccc(OCC(=O)NCc3ccccc3)cc2)C1 (stereo not given),13%,-12%,1%,-3%,22%,14%,-21%,-2%,1%
COC(=O)/C=c1\sc2n(c1=O)C(C)=CC(C)(C)N=2,-18%,-9%,4%,-9%,10%,-13%,-13%,12%,-21%
CCn1c(SCC(=O)Nc2nccc(C)n2)nc2ccccc21,5%,17%,-2%,-2%,19%,14%,26%,0%,-5%
C=C(C)Cn1c(SCC(=O)O)nnc1-c1ccc(OC)cc1,15%,-12%,2%,-3%,68%[activator],2%,-10%,1%,-14%
CCOC(=O)N1CCN(C(=O)c2cn(C)c3ccc(S(=O)(=O)N(CC)CC)cc3c2=O)CC1,6%,20%,-10%,i,24%,-5%,0%,-1%,-9%
CC#Cc1cc2c(cc1O)CCC1C2CCC2(C)C(O)CCC12 (stereo not given),u,-25%,1%,-7%,u,x,45µM*,-2%,79µM*
CCC(N=c1cc(-c2ccc(OC)c(OC)c2)oc2ccc(C)cc12)C(=O)O (stereo not given),-8%,-7%,17%,23%,6%,x,-3%,1%,-17%
COc1ccnc(N2CCN(c3ccccc3)CC2)c1C#N,27%,22%,61%[activator],-5%,9%,x,1%,-8%,-16%
OC[C@@H](O)[C@@H](O)[C@H](O)[C@H](O)CO,24%,-6%,-15%&-3%,-6%,21%,20%,3%,-2%,-2%
CCc1noc(C)c1C(=O)Nc1cc(C(F)(F)F)ccc1-n1cncn1,-24%,-29%,-12%,i,42%,11%,-2%,-2%,-12%
O=C(CCNS(=O)(=O)c1cccs1)N1CCN(c2cccc(C(F)(F)F)c2)CC1,-4%,14%,8%,-15%,6%,-5%,2%,-10%,-14%
CS(=O)(=O)N(CC(=O)Nc1cccc(Cl)c1)c1ccccc1Cl,-17%,-28%,x,i,31%[activator],-12%,u,-8%,6%
O=C(NC1CCCCC1)C(c1ccc2ncccc2c1)N(Cc1cccs1)C(=O)c1cccs1 (stereo not given),8%[57.1 µM],0%,-2%,5%,13%,-10%,2%,2%,-21%
N#Cc1cccc(C(=O)Nc2cccc(S(=O)(=O)N3CCCC3)c2)c1,21%,27%,1%,2%,47%[activator],-2%,-6%,-8%,-8%
O=C(c1ccco1)N(Cc1cccnc1)c1nc2c(F)cc(F)cc2s1,10%[57.1 µM],-5%,2%,0%,19%,0%,u,u,-17%
CCNc1nc(SC(C)C(=O)OC)nc(N(C)C)n1 (stereo not given),-6%[57.1 µM],31%,7%,5%,32%,-2%,5%,0%,-1%
N#C/C(=C\c1c[nH]c2ccccc12)c1nnc2n1CCCCC2,1%[57.1 µM],-5%,-5%,-8%,15%,-3%,0%,0%,u
Clc1ccc(CSC2=NCCCN2)cc1Cl,18%,-8%,-3%,-4%,32%,-7%,5%,u,-6%
Cc1ccc(S(=O)(=O)N2CCC(=O)N(CCOCc3cccc(C(F)(F)F)c3)CC2)cc1,13%,-6%,1%,-4%,44%[activator],10%,u,0%,-6%
CC(C)(C)Cc1nc(-c2ccc(Cl)cc2)no1,41%[57.1 µM],13%,3%,i,55%[activator],6%,0%,1%,9%
CCOC(=O)CSC1=C(C#N)C(c2ccc(F)cc2)C(C(C)=O)=C(C)N1 (stereo not given),-4%,-8%,-23%,-4%[11.5 µM],44%[activator],x,-2%,0%,4%

# High-throughput results from PubChem BioAssay.

# An excerpt, so the mix of outcomes need not match the whole.
